# Source: PubChem BioAssay
# TbREL1 inh: TbREL1 RNA ligase inhibitors, primary screen, biochemical, FRET fluorescence; inhibition, % at 9.66 µM; 89,000 compounds, 0.49% hits; TbREL1 RNA ligation; AID 1117264, 2014;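 active = inhibition above the mean inhibition across all screened compounds plus 3 SD, cut at about 11% in these data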;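 note: 0% = plate median of test wells and 100% = NSC42067 control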
# Target sequence (P86926 whole entry, looked up): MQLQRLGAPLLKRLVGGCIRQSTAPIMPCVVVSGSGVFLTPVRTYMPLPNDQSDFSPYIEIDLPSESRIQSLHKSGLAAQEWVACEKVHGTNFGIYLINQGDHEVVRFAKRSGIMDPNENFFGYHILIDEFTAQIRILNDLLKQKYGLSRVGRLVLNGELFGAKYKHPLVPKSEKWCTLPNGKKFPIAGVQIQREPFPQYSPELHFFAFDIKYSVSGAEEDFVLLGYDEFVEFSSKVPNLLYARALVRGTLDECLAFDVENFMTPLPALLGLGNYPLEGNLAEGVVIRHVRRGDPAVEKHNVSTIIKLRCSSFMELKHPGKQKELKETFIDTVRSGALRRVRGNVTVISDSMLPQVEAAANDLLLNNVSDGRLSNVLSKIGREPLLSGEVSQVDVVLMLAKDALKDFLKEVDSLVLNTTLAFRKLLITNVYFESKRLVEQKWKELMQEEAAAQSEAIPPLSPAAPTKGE
# An asterisk follows results filed as active. This is a subset; count on the stated rates, not on these rows.
SMILES,TbREL1 inh
CC(C)c1ccccc1NC(=O)COC(=O)c1cc([N+](=O)[O-])ccc1N1CCOCC1,-2.5
c1ccc(CSc2nnc(-c3ccco3)n2Cc2ccccc2)cc1,-0.9
CC(C)(C)c1ccc(-c2nnc(SCC(=O)c3ccc4ccccc4c3)n2-c2ccc(Cl)cc2)cc1,-6.1
Oc1ccc2ccccc2c1N=Nc1nccs1,5.0
CCC1CCCCN1CCNC(=O)CCS(=O)(=O)c1ccc(Br)cc1 (stereo unspecified),-2.7
COc1ccc(OCCCC(=O)N(CCC2=CCCCC2)c2c(N)n(Cc3ccccc3)c(=O)[nH]c2=O)cc1,-0.8
CN1C2=N[C@H](c3ccccc3Br)CC(=O)N2/C(=C\c2ccccc2)[C@@H]1c1ccccc1,-5.3
Cc1ccc(S(=O)(=O)Nc2ccc(Cl)cc2)cc1NC(=O)c1cc2c(s1)CCCC2,1.2
Cc1ccc(NC(=O)CSCC(=O)Nc2cc(S(=O)(=O)N3CCOCC3)ccc2OC(C)C)cc1,-4.1
CN(C)c1ccc(/C=N/NC(=O)C(O)(c2ccccc2)c2ccccc2)o1,0.5
Cc1ccccc1OCC(=O)Nc1nnc(C2CC2)s1,0.6
CC(NC(=O)c1ccc(=O)oc1)c1ccccc1 (stereo unspecified),-0.5
Cc1ccc(S(=O)(=O)N2CCOCC2)cc1NC(=O)COC(=O)c1cnc(Cl)c(Cl)c1,1.1
Cc1cc(C)n(Cc2ccc(Cl)c(Cl)c2)c(=O)c1S(=O)(=O)c1ccccc1,-1.4
Cc1onc(-c2ccccc2Cl)c1C(=O)Nc1sc2c(c1C#N)CCC2,-4.3
CCOC(=O)C1CC2CC(C1)CN(C(=O)C1CCCCC1)C2 (stereo unspecified),0.4
CCn1c(=O)c(=O)[nH]c2cc(C(=O)N3CCN(c4ccccc4F)CC3)ccc21,1.8
O=C1OC(c2ccc(Br)cc2)=N/C1=C\c1ccco1,-2.2
Cc1ccc(NC(=O)CC2NCCNC2=O)cc1 (stereo unspecified),4.2
N#C/C(=C(/O)COC(=O)CSc1ccc(Cl)cc1)c1nc2ccccc2[nH]1,-0.4
CCCN(CCC)S(=O)(=O)c1cccc(-c2csc(C)n2)c1,11.0
CCN1CCn2c1nc(N1CCCCC1)nc2=O,6.2
CCNC(=O)C1(C)CCN(Cc2csc(-c3ccccc3)n2)C1 (stereo unspecified),-1.4
O=C(COc1ccc(Cl)cc1Cl)NCCCCc1ccccc1,-1.6
N#CCSc1nc2c(sc(=S)n2Cc2ccco2)c(=O)n1-c1ccc(F)cc1,-0.1

# Next section.
SMILES,TbREL1 inh
CC1=Nc2cc(C(=O)O)ccc2Sc2c(C)ccc(C)c21,1.0
Cc1ccccc1NC(=O)CCCCC(=O)Nc1ccccc1C,-0.6
COc1nc(OC)nc(N2CCC(C(=O)N(C)Cc3ccco3)CC2)n1,-0.1
O=C(Nc1cnn(Cc2ccc(Cl)cc2Cl)c1)c1noc2c1CCCC2,-3.4
CCCCC1CCC(C(=O)Nc2ccccc2N2CCOCC2)CC1 (stereo unspecified),-2.5
Cc1cc(OCC(=O)Nc2ccncc2)ccc1[N+](=O)[O-],1.2
CCOC(=O)c1c(C)nc2ccccc2c1-c1ccccc1,-0.6
O=C(/C=C/c1ccco1)NC(=S)Nc1ccc(N2CCOCC2)c(Cl)c1,-2.8
COc1cccc(NC(=S)NCCC(c2ccccc2)c2ccccc2)c1,-4.3
CCN(CC)CCn1c(=S)[nH]c2cc(C(=O)N3CC=C(c4ccccc4)CC3)ccc2c1=O,-1.7
COc1ccc(S(=O)(=O)N2CCN(CC(=O)c3c(N)n(C)c(=O)n(C)c3=O)CC2)cc1OC,-0.7
CCC(C)c1nc2ccsc2c(N2CCOC2=O)c1-c1ccccc1 (stereo unspecified),-2.5
CCOc1ccc(CCN2C(=O)C3C4CCC(O4)C3C2=O)cc1OCC (stereo unspecified),-1.7
CCCCn1c(N)c(N(CCOC)C(=O)CC2CCCCC2)c(=O)[nH]c1=O,-1.9
COc1cccc(NC(=O)CN(C)C(=O)c2cn(-c3ccccc3)nc2-c2cccs2)c1,1.3
Cc1cc(S(=O)(=O)NCc2ccccn2)c(Cl)cc1Cl,-3.6
C/C(=N\NC(=O)c1cccc(Br)c1)c1ccccn1,2.8
CC1CCN(c2ccc(NC(=O)c3ccc([N+](=O)[O-])o3)cc2)CC1,-6.2
CCOc1ccc(NC(=O)CN(C)C(=O)c2cccnc2Sc2ccc(C)cc2C)cc1OCC,-2.8
COc1ccc(-n2c(SCC(=O)Nc3ccc(C(N)=O)cc3)nc3c([nH]c4ccccc43)c2=O)cc1OC,-2.2
COc1ccc(S(=O)(=O)N2CCC(C(N)=O)CC2)cc1,0.3
CSc1nc2ccc(NC(=O)c3c(-c4ccccc4)noc3C)cc2s1,1.0
CCc1cc(C(=O)NNC(=S)NCc2ccccc2)cs1,-4.3
COc1ccc(OCc2cc(C(=O)NCCN3CCCC(O)C3)no2)c(Cl)c1 (stereo unspecified),-3.4
CCN(C)C(=O)CN1C(=O)C2CCCCN2C(=O)c2ccccc21 (stereo unspecified),3.6

# Quoted at random: three entries already listed.
SMILES,TbREL1 inh
CCc1cc(C(=O)NNC(=S)NCc2ccccc2)cs1,-4.3
Cc1cc(OCC(=O)Nc2ccncc2)ccc1[N+](=O)[O-],1.2
CCOc1ccc(NC(=O)CN(C)C(=O)c2cccnc2Sc2ccc(C)cc2C)cc1OCC,-2.8

# Continued:
SMILES,TbREL1 inh
CN(CC(=O)Nc1ccccc1Cl)C(=O)c1cccc(S(=O)(=O)N2CCN(c3ccccc3)CC2)c1,5.9
Cc1cc2c(n1-c1ccc(C(N)=O)cc1)CC(C)(C)CC2=O,1.6
CCOC(=O)c1cnc2ccc(OC)cc2c1NCc1ccccc1,1.9
O=C(CN1CCN(c2ccccn2)CC1)Nc1cccc(S(=O)(=O)N2CCCC2)c1,-1.0
C[C@H](CO)N1C[C@H](C)[C@@H](CN(C)C(=O)NC2CCCCC2)Oc2c(NS(=O)(=O)c3ccccc3)cccc2C1=O,4.9
Cc1nn(C)c2ncc(C(=O)c3cc(F)ccc3O)cc12,-1.0
Cc1ccccc1OCC(=O)N/N=C/c1cccn1C,0.3
O=C(NCCS(=O)(=O)N1CCN(c2ccccc2F)CC1)c1ccc2c(c1)OCO2,4.8
CCC(=O)Nc1nnc(S(=O)(=O)N2CCCC2)s1,2.8
CCCC(=O)NC(=S)Nc1ccc(CN2CCOCC2)cc1,-6.8
Nc1c(N(Cc2ccco2)C(=O)COc2ccccc2Cl)c(=O)[nH]c(=O)n1Cc1ccccc1,-1.9
O=C(Nc1cccc(Cl)c1)OCc1cn(-c2ccc(Cl)cc2)nn1,4.3
COc1cccc(C(=O)NNC(=O)C(=O)Nc2ccc(C)c(Cl)c2)c1,-0.1
OCC(CO)(CO)NC(=S)Nc1cc(Cl)cc(Cl)c1,1.6
Cc1cccc(C)c1-n1nnnc1-c1nc2cc(Br)ccc2[nH]c1=O,-1.5
c1ccc(-c2csc(-c3ccncc3)n2)cc1,-1.2
CC(=O)c1sc(NC(=O)COc2ccc(Cl)cc2C)nc1C,10.6
CC(SCc1nc2sc3c(c2c(=O)[nH]1)CCCC3)C(=O)Nc1ccccn1 (stereo unspecified),0.1
O=C(Nc1cccc2ccccc12)N1CCN(c2ncccn2)CC1,0.0
COc1cccc(C(=O)O[C@H]2[C@H](Cc3ccccc3)NS(=O)(=O)[C@H]3C[C@@H]4C=C[C@]23O4)c1,2.7
COC(=O)c1cc2c(cc1Cl)SC(=NCCCN1CCOCC1)NS2(=O)=O,3.9
COc1ccc(-c2oc3ncnc(NCCCN4CCOCC4)c3c2-c2ccc(OC)cc2)cc1,-0.8
Cc1ccccc1S(=O)(=O)Cc1ccc(C(=O)N2CCN(c3ccc(F)cc3)CC2)o1,-3.8
CC(C)CN(Cc1cc2ccccc2[nH]c1=O)C(=O)c1cccnc1,-0.9
O=C(OCCN(C1=NS(=O)(=O)c2ccccc21)c1ccccc1Cl)c1ccc(Cl)cc1,2.0

# Among those listed so far, six contain a thiophene ring, fused or not.
SMILES,TbREL1 inh
Cc1ccc(S(=O)(=O)Nc2ccc(Cl)cc2)cc1NC(=O)c1cc2c(s1)CCCC2,1.2
Cc1onc(-c2ccccc2Cl)c1C(=O)Nc1sc2c(c1C#N)CCC2,-4.3
CCC(C)c1nc2ccsc2c(N2CCOC2=O)c1-c1ccccc1 (stereo unspecified),-2.5
COc1cccc(NC(=O)CN(C)C(=O)c2cn(-c3ccccc3)nc2-c2cccs2)c1,1.3
CCc1cc(C(=O)NNC(=S)NCc2ccccc2)cs1,-4.3
CC(SCc1nc2sc3c(c2c(=O)[nH]1)CCCC3)C(=O)Nc1ccccn1 (stereo unspecified),0.1

# More entries follow:
SMILES,TbREL1 inh
COc1cccc(NS(=O)(=O)c2ccc3c(c2)C2C=CCC2C(c2ccc(C(=O)O)cc2)N3)c1 (stereo unspecified),4.6
CC1=C(C(=O)OCc2ccccc2)C(c2ccccc2OS(=O)(=O)c2ccccc2[N+](=O)[O-])NC(=O)N1CCCC(=O)O (stereo unspecified),-0.3
CC(=O)Nc1ccc(S(=O)(=O)Oc2ccc(C(=S)N3CCCCC3)cc2)cc1,3.4
COc1ccc(-c2cc(C(=O)O)[nH]n2)cc1OC,-1.4
C=CCn1c(SCC(=O)N(CCC)C2CCS(=O)(=O)C2)nnc1-c1ccccc1OC (stereo unspecified),0.5
Cn1c(SCC(=O)NC2CCCC2)nnc1-c1ccco1,-0.5
COc1cccc(OCC(O)CN2CCC(C)CC2)c1 (stereo unspecified),2.5
Cn1c(CN2CCCC2)nc2cc(NC(=O)c3ccc(Cl)cc3)ccc21,1.2
CCCn1c(CCC(=O)O)ccc1-c1ccccc1,-7.5
O=C(NCc1cccs1)NC1CCCCC1,5.5
COc1ccc(-n2nnnc2SCC(=O)Nc2c(C)n[nH]c2C)cc1,3.0
COc1ccc(OCC(=O)Nc2cc(S(=O)(=O)N3CCCC3)ccc2OCC(F)(F)F)cc1,9.4
Cc1cccc(Nc2nnc(SCC(=O)Nc3cccc(S(=O)(=O)N4CCCCC4)c3)s2)c1,0.6
Cc1cc(C)n2nc(C(=O)OCCOc3cccc(Br)c3)nc2n1,-3.0
O=C(CCC1CCCCC1)Nc1ccccc1O,-2.1
COc1ccc(NS(=O)(=O)c2cccc(C(=O)N/N=C(\C)c3ccc(-n4ccnc4)cc3)c2)cc1,-2.3
O=C(NC1CCCCC1)c1n[nH]c2c1CCCCC2,0.1
CCOC(=O)[C@]12CCCC=C1N(Cc1ccco1)C(=O)[C@H](CC(=O)NCCCOC)C2,2.5
CCOC(=O)C1CCN(S(=O)(=O)CCNC(=O)c2ccc3c(c2)OCO3)CC1,-0.2
COc1cc2c(cc1NC(=O)CSc1nnc(-c3cccc(Cl)c3)n1Cc1ccco1)oc1ccccc12,8.3
Cc1ccc(-n2c(SCC(=O)NNC(=S)Nc3ccccc3)nc3ccccc3c2=O)cc1,-4.5
COc1ccc(S(=O)(=O)N2CCCCC2)cc1NC(=O)C1COc2ccccc2O1 (stereo unspecified),0.4
O=C(NCCc1ccccc1)/C(=C\c1ccc([N+](=O)[O-])cc1)NC(=O)c1ccco1,-0.7
CCn1c(SCC(=O)NNC(=O)c2ccc(OC)cc2)nnc1C1CC1,-1.1
O=C(COC(=O)Cc1ccc(S(=O)(=O)N2CCOCC2)s1)Nc1ccc([N+](=O)[O-])cc1,6.4

# The list continues.
SMILES,TbREL1 inh
O=C(COC(=O)Cc1ccc(Br)cc1)NCc1ccc2c(c1)OCO2,-0.4
O/N=C/c1cccn1-c1ccc(O)cc1,-0.8
COc1ccc(-n2c(SCC(=O)NCc3cccs3)nc3[nH]ncc3c2=O)cc1,0.4
COc1cccc(C(=O)Nc2nnc(SCC(=O)NC3CCCC3)s2)c1,3.6
COC(=O)c1ccccc1NC(=S)N(Cc1ccc2c(c1)OCO2)Cc1cc2cccc(C)c2[nH]c1=O,-0.7
OC(COc1ccc(OCc2ccccc2)cc1)CN1CCCCC1 (stereo unspecified),0.8
COC(=O)C(NC(=O)c1ccccc1C)(Nc1ncc(S(=O)(=O)c2ccc([N+](=O)[O-])cc2)s1)C(F)(F)F (stereo unspecified),-3.9
CCN(CC)CCCNC(=O)c1cc2c(-c3ccc(Cl)cc3)nn(C)c2s1,3.3
Cc1ccc(NC(=O)CCSc2nnc(C)s2)cc1,-0.1
COc1ccc(-c2nc(CN3CCCC(C(=O)NC4CCCC4)C3)c(C)o2)cc1 (stereo unspecified),5.2
ClCc1cc2ccccc2nc1Cl,3.7
CCOC(=O)CSc1nnc(-c2ccc(S(=O)(=O)N3CCOCC3)cc2)n1-c1ccccc1,-1.6
CCOC(=O)N1CCN(S(=O)(=O)c2ccc(C(=O)N(CCCN(C)C)c3nc4ccc(OC)cc4s3)cc2)CC1,-1.2
COc1ccc(NC(=O)NCCCN2CCN(c3ccccc3F)CC2)cc1,-3.9
CCOc1ccc(C(=O)OCC(=O)NC(C)C)cc1,3.2
Clc1ccc(C2CC(c3ccccc3)Nc3ncnn32)cc1 (stereo unspecified),0.8
COc1ccc(CC(=O)Nc2ccc(C)cc2S(=O)(=O)N2CCOCC2)cc1OC,-0.9
Cn1cnnc1SCC(=O)Nc1cc(S(=O)(=O)N2CCCCCC2)ccc1Cl,-1.9
CC(=O)NC(CC(=O)N1CCN(C(C)=O)CC1)c1ccccc1 (stereo unspecified),-0.7
CCCCn1c(N)c(N(CC(C)C)C(=O)c2cccc(S(=O)(=O)N(CC)c3ccccc3)c2)c(=O)[nH]c1=O,-1.0
COc1ccc(NC(=O)c2ccccc2Oc2ccccc2)c(OC)c1,4.3
CSc1nc2nc(-c3cccc(C(F)(F)F)c3)ccn2n1,-0.8
COC(=O)Cc1ccc(OCC(=O)Nc2ccc(OC(F)(F)F)cc2)cc1,3.9
CCOC(=O)c1cc(C)[nH]c(=S)c1C#N,-5.0
CCOc1ccc(NC(=O)CN(C)C(=O)c2cc([N+](=O)[O-])ccc2Sc2ccccc2)cc1OCC,2.3
Cc1cc(/C=N/NC(N)=S)c(C)n1-c1ccc(Br)cc1,-3.5
CCc1ccc(S(=O)(=O)Nc2ccncc2)cc1,-2.0

# An excerpt of these results, bar-delimited.
compound | TbREL1 inh
COc1ccc(-n2c(SCC(=O)NCc3cccs3)nc3[nH]ncc3c2=O)cc1 | 0.4
COc1cccc(C(=O)Nc2nnc(SCC(=O)NC3CCCC3)s2)c1 | 3.6
COC(=O)c1ccccc1NC(=S)N(Cc1ccc2c(c1)OCO2)Cc1cc2cccc(C)c2[nH]c1=O | -0.7
OC(COc1ccc(OCc2ccccc2)cc1)CN1CCCCC1 (stereo unspecified) | 0.8
